From PubChem
Vif inh: HIV Vif self-association inhibitors, primary screen, imaging, HEK293T, single point; HEK293T cells, Vif self-association by quenched fluorescence, 24 h; inhibition, % at 7.49 µM; hit rate 0.35% among 340,000; AID 602346, 2012; in the data active means inhibition above about 50%, passing the limit was not always enough; inconclusive means no clear call, values can overlap the other calls; inactive means below about 31%; further: some results filed as inactive read as strong as hits
MC4R barr agon: MC4R agonists recruiting beta-arrestin, primary screen, cell-based, luminescence, agonist arm of biased-ligand search; Melanocortin receptor 4 (Homo sapiens), P32245; U2OS MC4R beta-arrestin complementation; percent of melanotan II response, DMSO zero; activation, % at 8.9 µM; hit rate 0.98% among 360,000; AID 540308, 2011;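 active means activation above a per-plate cutoff, the mean activation of sample wells on that plate plus 3 SD, cut at about 8% in these data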
Target sequence (P32245 whole entry, looked up): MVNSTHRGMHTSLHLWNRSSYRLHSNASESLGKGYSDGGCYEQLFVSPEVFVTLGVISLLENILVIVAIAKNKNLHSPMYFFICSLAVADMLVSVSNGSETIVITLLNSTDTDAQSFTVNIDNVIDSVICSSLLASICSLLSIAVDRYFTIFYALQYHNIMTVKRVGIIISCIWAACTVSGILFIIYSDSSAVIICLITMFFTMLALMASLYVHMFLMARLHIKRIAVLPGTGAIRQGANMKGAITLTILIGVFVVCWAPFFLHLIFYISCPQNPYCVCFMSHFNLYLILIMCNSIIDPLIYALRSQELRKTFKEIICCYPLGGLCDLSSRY
CaV13 FRET inh: Primary screen for inhibitors of IQ motif and Ca2+-dependent inactivation inhibitor domain binding in CACNA1D, Förster resonance energy transfer in living cells, …; HEK cells, CFP/YFP FRET ICDI-IQ, plate reader, 10 min; percent FRET-ratio fall versus neutral wells; inhibition, % at 12.3 µM; hit rate 0.098% among 340,000; AID 743397;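 active means mean replicate inhibition of at least 30% and at least 1% of replicates passing that level; inconclusive means only one of the two criteria is met; inactive means neither criterion is met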;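 further: 0% = median of the neutral control wells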
aDG glyco act: activators of alpha-DG glycosylation, primary screen, uHTS, Pro5-aDG cells, AlphaScreen; AID 624168, 2012; hit rate 0.22% among 360,000; alpha-DG glycosylation AlphaScreen (IIH6); 0% Pro5, 100% B10-LARGE cell signal; activation, % at 10 µM;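 active means activation of at least 8% versus controls, or a plate z-score of at least 8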;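 further: Pro5 are CHO cells carrying HIG-tagged alpha-DG that lacks glycosylation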
H9c2 protect: cardioprotection against H2O2-induced cell death, primary screen, uHTS, H9c2 cells, ATPLite luminescence | H9c2 cardiomyocytes, H2O2 injury protection, 2 h | protection from H2O2 cell death, % at 20 µM | hit rate 0.63% among 360,000 | AID 588492, 2011;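 active means compounds giving at least 50% protection of heart cells from peroxide-induced death in the single-dose screen, raw or plate-pattern-corrected value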;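 further: 0% = DMSO wells with peroxide and 100% = DMSO wells without peroxide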
ABCB6 inh MLPCN: ABCB6 transporter inhibitors, primary screen, K562-ABCB6 cells, flow cytometry, MLPCN library; ATP-binding cassette sub-family B member 6 (Homo sapiens), Q9NP58; K562-ABCB6 porphyrin accumulation, 1 h; active compounds read low; fluorescence ratio to DMSO, % at 10 µM; hit rate 0.19% among 360,000;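 active means fluorescence ratio to DMSO below 75%, the collection mean minus 3 SD; inconclusive means too few cells collected in the well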;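 further: signal is porphyrin accumulated inside mitochondria; 100% equals median channel fluorescence of DMSO control wells; lower ratio means ABCB6 inhibition with less porphyrin fluorescence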
m5-HT2A agonist: mouse Htr2a agonists via beta-arrestin recruitment, primary screen, cell-based, luminescence. 5-hydroxytryptamine receptor 2A (Mus musculus), P35363. hit rate 0.66% among 360,000. activation, % at 7.6 µM. CHO-K1 mHTR2A beta-arrestin complementation; percent of 30 µM serotonin response;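 active means activation above a run cutoff, the mean activation of all tested compounds plus 3 SD, cut at about 14% in these data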;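 further: 0% = plate median of compound wells and 100% = 30 µM serotonin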
PDI turbidity: inhibitors of human PDI, primary screen, biochemical, turbidity, single point, plate reader; Protein disulfide-isomerase (Homo sapiens), P07237; PDI insulin aggregation turbidity, A650, 90 min; inhibition, % at 10 µM; hit rate 0.052% among 350,000; AID 588391, 2011;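 active means mean inhibition across replicates of 30% or more, whatever share of single replicates reach that level; inconclusive means mean inhibition below 30% while every single replicate reaches 30%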;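 further: absorbance from insulin aggregation driven by PDI reduction with DTT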
Target sequence (P07237 whole entry, looked up): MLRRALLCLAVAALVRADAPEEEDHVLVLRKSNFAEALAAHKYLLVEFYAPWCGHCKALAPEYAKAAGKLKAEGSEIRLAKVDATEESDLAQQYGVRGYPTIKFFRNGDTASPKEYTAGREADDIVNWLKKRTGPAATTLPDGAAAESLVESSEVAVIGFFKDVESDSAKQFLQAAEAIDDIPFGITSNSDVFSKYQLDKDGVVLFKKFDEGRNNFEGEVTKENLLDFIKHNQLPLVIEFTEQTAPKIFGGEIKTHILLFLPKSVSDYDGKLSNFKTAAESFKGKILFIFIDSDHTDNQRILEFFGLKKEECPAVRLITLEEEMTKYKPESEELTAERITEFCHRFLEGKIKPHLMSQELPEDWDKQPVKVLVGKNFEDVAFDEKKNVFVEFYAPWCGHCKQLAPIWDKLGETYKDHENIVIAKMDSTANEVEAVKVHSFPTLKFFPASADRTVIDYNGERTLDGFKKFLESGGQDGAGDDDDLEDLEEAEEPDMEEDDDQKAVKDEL
N-glyco inh: increase of ERlucT glycosylation luciferase signal, primary screen, N-linked glycosylation inhibitor project, D54 ERlucT cells, luminescence, set 2 | AID 588692, 2011 | D54 ERlucT glycosylation luciferase reporter, 24 h; percent of 100 nM tunicamycin response | reporter increase, % at 12.5 µM | hit rate 0.23% among 360,000;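 active means mean luciferase reporter signal, scaled so untreated is 0 and the glycosylation-blocking control 100, at or above a set limit in every replicate; inconclusive means mean reaches the limit but not every replicate does; inactive means mean below the limit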;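 further: luciferase carries N-glycosylation sites so blocking glycosylation raises the light; 0% = median of neutral control wells and 100% = median of 100 nM tunicamycin wells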
MC4R antagonist: MC4R antagonists of cAMP signaling, primary screen, cell-based, TR-FRET, antagonist arm of biased-ligand search | inhibition, % at 6.5 µM | AID 540295, 2011 | MC4R-expressing cells, MTII-stimulated cAMP, LANCE TR-FRET | hit rate 0.48% among 360,000 | Melanocortin receptor 4 (Homo sapiens), P32245;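 active means inhibition above its plate's cutoff, the mean of tested wells on that plate plus 3 SD, cut at about 29% in these data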;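 further: 0% = Melanotan II alone and 100% = Melanotan II plus saturating MCL0020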
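Test system: U2OS cells stably expressing human melanocortin 4 receptor (MC4R); also added: Melanotan II challenge; compound: 6.5 µM single dose; timing: 30-min compound preincubation, 1-h Melanotan II challenge, 1-h detection, room temperature; signal: Eu-cAMP/anti-cAMP TR-FRET, emission 671 nm; repeats: one well per compound, no replicates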
Active calls of the source: *; u = inconclusive; x = not tested or not shown.

SMILES | Vif inh | MC4R barr agon | CaV13 FRET inh | aDG glyco act | H9c2 protect | ABCB6 inh MLPCN | m5-HT2A agonist | PDI turbidity | N-glyco inh | MC4R antagonist
O=C(c1cc(-c2ccccc2)nn1-c1ccccc1)N1CCN(S(=O)(=O)c2cccc(F)c2)CC1 | -14 | 0.5 | -6 | -0.1 | 0 | 94 | -8 | 4 | -7 | 7
NC(=O)CSc1nc(C23CC4CC(CC(C4)C2)C3)nc2ccccc12 | 2 | 3.7 | -2 | -0.1 | 1 | 92 | 2 | -3 | 5 | 3
NC(=O)c1ccc(NC(=O)COC(=O)CCN2C(=O)c3ccccc3C2=O)cc1 | -2 | 1.0 | -6 | 0.0 | -2 | 101 | 3 | 11 | 3 | 6
COc1ccc(CN2C(=O)C(CC(=O)NCCN3CCOCC3)CC(C(=O)N3CCCCCC3)=C2C)cc1 (stereo not drawn) | x | x | -13 | -0.2 | x | 96 | -2 | x | x | x
Cc1csc(NC(=O)Cn2cnnn2)n1 | 17 | -0.2 | -5 | -0.4 | 4 | 105 | 2 | 7 | -1 | 7
Cc1ccc(S(=O)(=O)NNC(=O)C2Cc3c(ccc4ccccc34)O2)cc1 (stereo not drawn) | -5 | 2.8 | x | 0.3 | -2 | 82 | -1 | 0 | 0 | -3
CCOc1ccc2c(c1)C(c1ccc(C)o1)=NNC(c1ccncc1)=N2 | -1 | 0.2 | -3 | -0.6 | -1 | 92 | 3 | -5 | 0 | 5
O=C(CC1(CC(=O)N2CCOCC2)CCCC1)Nc1ccccc1 | -1 | -1.5 | -4 | 0.0 | 5 | 97 | 2 | -7 | 1 | 1
COC(=O)CNc1cc(S(=O)(=O)N2CCCCC2)ccc1Oc1ccc(C(=O)OC)cc1 | -10 | -1.4 | -4 | 0.1 | -18 | 98 | 4 | 3 | 1 | 5
CC(=O)N1CCc2cc(S(=O)(=O)CCC(=O)Nc3cc(C)cc(C)c3)ccc21 | 0 | 0.4 | -3 | -0.2 | 1 | 86 | 1 | -7 | -1 | -1
Cc1ccc(SCCNC(=O)c2ccccc2)cc1 | -2 | -1.3 | -4 | -0.1 | 7 | 89 | -4 | -2 | 1 | -4
O=C(c1ccccc1)N1CCN(C(=O)C23CC4CC(CC(C4)C2)C3)CC1 | 6 | -0.8 | -4 | 0.1 | 4 | 92 | -4 | 3 | -4 | -5
COCC(C)n1c(SCc2ccc(C(=O)OC)cc2)nc2ccccc2c1=O (stereo not drawn) | 1 | -0.7 | -3 | -0.1 | 1 | 102 | -6 | 8 | 4 | 20
COc1ccccc1C(CNC(=O)c1cccc(S(=O)(=O)Nc2ccc(F)cc2)c1)N(C)C (stereo not drawn) | 3 | 0.2 | -7 | 0.5 | 3 | 91 | -5 | 4 | -4 | -1
Cc1ccc(Nc2ccc([N+](=O)[O-])nc2[N+](=O)[O-])cc1 | 3 | -0.6 | -5 | 0.9 | -11 | 96 | 15* | -5 | 2 | -1
COc1ccc(F)cc1C(=O)C1CCCN(Cc2cn(C)c3ccccc23)C1 (stereo not drawn) | x | -2.6 | -11 | 1.0 | 2 | 101 | 8 | 4 | 0 | -3
O=C(Nc1nc(-c2ccccn2)cs1)c1cc2ccccc2o1 | 12 | -0.6 | -5 | 0.1 | 11 | 103 | -4 | 9 | -5 | 4
CCN(CC)S(=O)(=O)c1ccc2[nH]c(=O)c3ccccc3c2c1 | 2 | 1.0 | -15 | 0.1 | 48 | 102 | 1 | -3 | 1 | 4
COc1ccc(-c2nc(SCC(=O)NC3CCCC3)c(-c3ccc(OC)cc3)[nH]2)cc1 | -7 | 1.4 | -6 | 0.4 | 17 | 96 | -3 | -10 | -3 | 4
N#Cc1ccccc1OCc1cccc(S(=O)(=O)N2CCOCC2)c1 | -3 | -3.2 | -5 | 0.0 | -3 | 92 | -7 | 2 | -2 | 0
COc1ccc(-n2c(Cc3cccn3C)nnc2SCC(=O)Nc2ccccc2C)cc1 | 15 | -1.4 | -2 | -0.2 | -7 | 101 | 5 | x | 0 | -4
O=C(Nc1ccccc1)Nc1cc([N+](=O)[O-])ccc1F | -9 | -1.6 | -2 | 0.4 | -6 | 88 | 3 | -4 | -4 | 0
CCOc1ccc(-c2nnc3sc(COc4ccc(C)cc4)nn23)cc1 | x | -1.7 | -5 | -0.1 | -14 | 90 | 2 | -6 | 1 | -7
CCN(CC)C(=O)CN(c1ccc(F)c(Cl)c1)S(C)(=O)=O | 1 | 0.1 | 0 | -0.1 | 5 | 99 | -1 | -12 | 0 | 3
CCN1C(=O)c2cccc3c(NC(=O)c4cccc(N5C(=O)CCC5=O)c4)ccc1c23 | 10 | 0.9 | x | -0.2 | 4 | 100 | -2 | -3 | 4 | -18
CSC(=Nc1ccccc1)Nc1ccccc1 | 1 | -0.1 | 0 | -0.1 | -3 | 93 | -5 | 2 | -1 | 4
O=C(Nc1ccc(C(F)(F)F)cc1)c1csc(-c2ccncc2)n1 | -5 | 0.5 | -5 | 0.3 | -8 | 99 | -5 | -5 | -4 | 8
Cc1cc(C)cc(N(C(C)C(=O)NCCC2=CCCCC2)S(C)(=O)=O)c1 (stereo not drawn) | -2 | -0.9 | -8 | 0.4 | -11 | 97 | -2 | 4 | 0 | 10
C=CCn1cnc2c(sc3nc(C)cc(C)c32)c1=O | -10 | -0.1 | -4 | 0.0 | -3 | 99 | 2 | 2 | 5 | -1
CCCC(=O)C1=C(O)C(C(=O)OC)C(C)(C)CC1=NC (stereo not drawn) | -2 | 0.2 | -6 | 0.0 | 9 | 101 | -4 | 7 | 1 | 11
O=C(c1ccc(S(=O)(=O)Cc2cc(F)ccc2F)c([N+](=O)[O-])c1)N1CCCC1 | -8 | -4.2 | 0 | 0.1 | -9 | 91 | 6 | 8 | -6 | 23
CC1CCN(C(=O)C(NS(=O)(=O)c2cccc3nsnc23)C(C)C)CC1 (stereo not drawn) | 3 | -2.0 | -3 | 0.1 | 3 | 99 | 8 | 14 | 1 | 7
Cc1ccnc(NC(=O)COc2ccc3oc4c(c3c2)CCCC4)c1 | -9 | -1.5 | x | -0.5 | -25 | 152 | 2 | 2 | 2 | -1
Cc1sc(N(C(=O)CCc2ccccc2)c2ccc(C(=O)O)cc2)nc1-c1ccccc1 | -7 | 0.1 | -2 | -0.1 | -15 | 100 | 7 | -11 | 1 | 27
COc1ccccc1C(=O)N1CCN=C1SC | -3 | -1.6 | x | 0.0 | 9 | 94 | 3 | 1 | 2 | 1
Cc1ccc(NS(=O)(=O)c2ccc(C3CCCCC3)cc2)cc1 | 2 | 1.1 | -5 | 1.8 | -24 | 97 | 1 | 6 | -5 | 9
Cc1nn2c(-c3ccncc3)ccnc2c1Cl | 2 | -0.7 | -4 | -0.1 | 1 | 104 | -3 | -1 | 2 | 3
CC(C=CC(O)=C1C(=O)CNC1=O)=C[C@@H](C)C1OC2(C)OC(C(=O)C3O[C@@]32C)C1C (stereo partly drawn) | x | x | -10 | 0.0 | x | 103 | 2 | x | x | x
CCOC(=O)c1c(C)[nH]c(C(=O)OCC(=O)N2CC(C)OC(C)C2)c1C (stereo not drawn) | x | 1.7 | -4 | 1.7 | 5 | 95 | 10 | 10 | 2 | -1
O=C(Nc1cc(S(=O)(=O)N2CCOCC2)ccc1Cl)c1cc([N+](=O)[O-])ccc1Cl | -10 | -3.4 | x | 0.3 | 2 | 104 | -1 | -7 | 24 | -49
Cc1cc(OCC(=O)N2CCN(c3ccccc3)CC2)c2c(C)c(C)c(=O)oc2c1 | -2 | -1.6 | -5 | 0.2 | 2 | 108 | 4 | 8 | -1 | 7
CCC1CCCCN1C(=O)CCC(=O)Nc1nnc(C(F)(F)F)s1 (stereo not drawn) | -6 | 0.9 | -7 | 0.3 | -2 | 96 | 0 | -3 | -1 | 4
CN(C(=O)CN1C(=O)CCSc2ccc(S(=O)(=O)N3CCCC3)cc21)c1ccccc1 | -4 | 1.4 | -6 | 0.1 | 0 | 97 | -1 | 6 | 0 | -4
CCn1cc(/C=C(\NC(=O)c2ccccc2F)C(=O)N2CCCC2)c2ccccc21 | 7 | -2.3 | x | -0.5 | 12 | 86 | 0 | 3 | 0 | -1
COc1cc2c(cc1OC)CN(c1ccc(C(F)(F)F)cn1)CC2 | 16 | 0.1 | -7 | 0.0 | -1 | 100 | -3 | -4 | u | 11
CC12COC3(C(=O)Nc4ccc5ccccc5c4)CC1CCC32C (stereo not drawn) | 9 | -1.7 | 5 | 0.3 | -8 | 99 | -4 | -11 | -4 | 3
O=C(Nc1cccc2c1CCCC2)c1cc(C2CCCCN2C(=O)c2cccs2)on1 (stereo not drawn) | -11 | -2.6 | -5 | -0.2 | -1 | 98 | -4 | -2 | 4 | 5
O=C1CCOc2cc(OCc3ccccc3)ccc21 | 5 | -1.2 | -5 | 0.1 | -9 | 94 | -1 | -2 | -16 | 12
CC(C)[C@H](NC(=O)C1CCN(S(=O)(=O)c2ccccc2)CC1)C(=O)NCc1ccncc1 | 1 | -1.9 | -4 | -0.1 | 4 | 97 | 2 | -6 | -3 | 3
CC1(C)CC(=O)C(C=NCCO)=C(O)C1 | 7 | 0.4 | -5 | -0.1 | -2 | 107 | 8 | 3 | -1 | 7
Next part
SMILES | Vif inh | MC4R barr agon | CaV13 FRET inh | aDG glyco act | H9c2 protect | ABCB6 inh MLPCN | m5-HT2A agonist | PDI turbidity | N-glyco inh | MC4R antagonist
O=C(Nc1nc(-c2ccc(F)cc2)cs1)c1cnccn1 | -7 | 3.8 | -2 | -0.1 | -11 | 98 | -2 | 4 | 2 | 7
COc1ccc(C)c2sc(=NC(=O)c3ccccc3)n(C)c12 | 23 | -0.4 | -6 | -0.2 | -13 | 94 | -3 | x | -3 | 2
Cn1cccc1-c1cc(C(=O)N/N=C/c2ccc(Cl)cc2)[nH]n1 | -3 | 0.8 | -7 | -0.1 | 2 | 105 | -3 | 4 | 2 | 3
CC(C)c1ccccc1NC(=O)C1CCCN(C(=O)c2ccc(Cl)cc2)C1 (stereo not drawn) | -8 | 0.2 | -7 | 1.0 | -3 | 103 | 6 | -2 | 0 | 8
CN(C)CCN1C(=O)C(=O)/C(=C(/O)c2ccc3c(c2)OCCO3)C1c1ccccn1 (stereo not drawn) | -4 | 0.1 | -5 | 0.0 | 0 | 105 | 4 | 1 | -4 | 1
